# TAG inh – inhibitors of triacylglycerol accumulation, primary screen, cell-based, uHTS, fluorescence, H9c2 | H9c2 cells, Nile Red lipid (TAG) fluorescence; cells loaded with 200 µM oleic acid | AID 651582, 2012 | inhibition, % at 12.5 µM | 0.66% of 230,000 active;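 active = pattern-corrected inhibition of lipid staining of at least 50% with the nuclear-stain viability signal not falling by more than 50%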;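 note: 0% = DMSO wells and 100% = triacsin C control wells; some results filed as inactive read as strong as hits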
# TAG inh DAPI viability – also measured in TAG inh; calls as there; DAPI nuclei signal change (viability), lower = more cytotoxic, %;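 whole-well DAPI fluorescence read on a plate reader as a viability signal; minus 50 percent equals half of cells still viable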
# Numbers without * were called inactive. These rows are one share of the data; rates above refer to the full screens.
item	SMILES	TAG inh	TAG inh DAPI viability
1	NC(=O)c1ccsc1NC(=O)c1ccc2c(c1)CCCC2	-4	27
2	COCCn1c(SCC(=O)Nc2ccccc2OC)nc2ccccc21	-3	1
3	O=C(OCC(=O)N1CCN(C(=O)c2ccco2)CC1)c1cc(S(=O)(=O)Nc2ccc(Cl)cc2)ccc1O	-4	9
4	Cc1ccc(S(=O)(=O)N2CCN(C(=O)CCNC(=O)c3ccccc3Cl)CC2)cc1	-6	-8
5	O=c1c2c(nc3cc(-c4ccccc4)[nH]n13)CCC2	3	-1
6	CCOc1ccc(N(Cc2cc3cc(OC)ccc3[nH]c2=O)S(C)(=O)=O)cc1	1	-4
7	CNC(=O)CSc1nc(SC)ns1	10	-5
8	CCOC(=O)C1(Cc2ccccc2)CCCN(C2CCCC2)C1 (stereo not given)	23	-11
9	CC(C)C(NC(=O)c1ccccc1)C(=O)OCC(=O)N1CCN(c2ccccc2)CC1 (stereo not given)	-24	0
10	COC(=O)c1ccccc1NC(=O)CSc1nnc(-c2cccnc2)n1C	14	-10
11	COc1cc(NC(=O)C2CC(c3ccccc3O)=NO2)c(OC)cc1Cl (stereo not given)	8	3
12	COc1ccc(NC(=O)CN(C)CC(=O)NC2CCCCC2C)cc1 (stereo not given)	-4	1
13	CCOC(=O)CN1Cc2cccc(C(=O)O)c2C1=O	6	0
14	CCN(CC)CCCNC(=S)Nc1ccc(Br)cc1	5	-2
15	CC(C(O)c1cc(=O)c(OCc2ccccc2)co1)[N+](=O)[O-] (stereo not given)	12	-10
16	CCOC(=O)c1c(C)n(C)c2ccc(OC)c(NC(=O)CN3CCN(C(=O)c4ccco4)CC3)c12	3	0
17	COc1ccc(S(=O)(=O)N2CCOCC2)cc1NC(=O)CSc1nnc(C2CC2)n1N	-9	-3
18	O=C1OC(N2CCN(C(=O)c3ccco3)CC2)c2ccccc21 (stereo not given)	0	-6
19	Cc1n[nH]c(=O)c2c(NC(=O)CSc3nncn3C(C)C)oc(C)c12	1	-6
20	Cc1ccc(C)c(C(C)NC(=S)NC2CCCCC2)c1 (stereo not given)	6	8
21	O=C(NCCNC(=O)c1ccco1)c1cccc(F)c1	-6	23
22	CCN(CC)S(=O)(=O)c1cccc(C(=O)N[C@H](C(=O)NCc2ccccc2F)C(C)C)c1	-4	-9
23	O=C(CCNc1ccc(Br)cc1)c1cccc([N+](=O)[O-])c1	6	-7
24	COC(=O)COc1ccc2c(-c3cccc([N+](=O)[O-])c3)cc(=O)oc2c1	-1	-11
25	CN(CCn1ccnc1)C(=O)CC1C(=O)NCCN1Cc1ccccc1C(F)(F)F (stereo not given)	-17	11
26	Cc1ccc(S(=O)(=O)NNC(=O)c2c(O)c3ccccc3[nH]c2=O)cc1	18	-2
27	CCCN1CCN(C(=O)c2cc(COc3ccc(F)cc3F)on2)CC1	-6	0
28	C1=C(CCNc2nnnn2-c2ccccc2)CCCC1	9	15
29	COc1cc(OC)cc(C(=O)OCC(=O)Nc2nnc(-c3ccccc3)o2)c1	-3	1
30	Cc1ccc2c(N)c(C)ccc2c1	0	20
31	C[n+]1cccc(CNC(=O)/C=N/O)c1	-8	2
32	CCn1cc(C(=O)N2CCN(c3ccccc3OC)CC2)c2cc(OC)c(OC)cc2c1=O	-4	3
33	CNS(=O)(=O)c1ccc2nc(NC(=O)c3ccc(N4C(=O)CCC4=O)cc3)sc2c1	-6	6
34	CN1C(=O)OC(C)(C)C1=O	-14	0
35	Cc1ccc(/C=N/NC(=O)CNC(=O)c2ccc(S(=O)(=O)N3CCCC3)cc2)o1	0	3
36	CCOc1ccc(C(C)NC(=S)NC2CCCCC2)cc1 (stereo not given)	-17	3
37	S=C(Nc1ccc2nc(-c3ccccn3)c(-c3ccccn3)nc2c1)N1CCOCC1	6	-3
38	COc1ccc(CCn2nnnc2C(c2ccccc2)N2CCN(C)CC2)cc1OC (stereo not given)	-6	-11
39	Cc1cccc(C)c1NC(=O)CN(C)C(=O)CSC(=S)N1CCCC1	22	0
40	O=C(c1ccc(F)cc1F)C1CCN(c2ccc([N+](=O)[O-])cn2)CC1	4	-2
41	CCCCOc1ccc(C2(C(=O)O)CCCC2)cc1	-13	-8
42	Cc1n[nH]c(C)c1C(=O)CC1(O)C(=O)N(CCc2ccccc2)c2ccc(Cl)cc21 (stereo not given)	-7	-5
43	O=C1CC(NS(=O)(=O)c2cccs2)CN1c1ccc(Cl)cc1 (stereo not given)	3	4
44	C[C@H](CO)N1C[C@H](C)[C@@H](CN(C)S(=O)(=O)c2ccc(F)cc2)Oc2ccc(NS(=O)(=O)c3ccccc3)cc2C1=O	12	-4
45	COc1cc2c(cc1OC)C1=NC(=O)CN1C(SCc1ccccc1)=N2	-16	17
46	CN(CCOc1ccc(Cl)cc1)C(=O)c1cccc(S(=O)(=O)N2CCN(c3ccccc3)CC2)c1	-47	0
47	CC1(c2ccccc2)NC(=O)N(NC(=O)CSc2n[nH]c(N)n2)C1=O (stereo not given)	9	0
48	COc1cc2c(cc1OC)C(C(=O)Nc1ccccc1N1CCN(C)CC1)C1c3ccccc3CCN1C2=O (stereo not given)	21	-15
49	Cc1cc(Br)ccc1SCC(=O)OCC(=O)c1c(N)n(C)c(=O)n(C)c1=O	0	5
50	O=C(COc1ccc(-c2ccccc2)cc1)N/N=C/c1ccccc1Br	-7	-2
51	Cc1nc(-c2ccc(NC(=O)c3ccccc3)cc2)cs1	-8	14
52	O=C(Nc1nnc(C2CC2)s1)c1cccnc1Oc1ccc(Cl)cc1	11	-3
53	CC(=O)Nc1cccc(/C(C)=N/NC(=O)c2ccc(O)cc2)c1	9	-12
54	CCN(CC(=O)NC)S(=O)(=O)c1ccc(C)cc1	-15	11
55	O=C(COC(=O)c1ccccc1O)Nc1cc([N+](=O)[O-])ccc1Cl	5	-2
56	COc1ccc(C(=O)N[C@H](C(=O)NCCCn2nc(C)cc2C)C(C)C)cc1	-15	2
57	COc1ccc(Cc2nnc(SCC(=O)Nc3ccccc3)[nH]c2=O)cc1	-1	-9
58	COc1ccc(Br)cc1CNC(=O)C1CCCN(S(=O)(=O)N2CCC(C)CC2)C1 (stereo not given)	-33	1
59	CCOC(=O)c1ccc(NC(=O)C2C3CCC(C3)C2C(=O)O)cc1 (stereo not given)	17	-1
60	CCCCOc1ccc(C(=O)NCC(=O)NCC(c2ccc(OC)cc2)N2CCOCC2)cc1 (stereo not given)	23	-5

# The list goes on.
item	SMILES	TAG inh	TAG inh DAPI viability
61	COc1cc(NC(=O)COC(=O)c2[nH]c(C)c(C(C)=O)c2C)cc(OC)c1	-1	0
62	O=C1CCC([N+](=O)[O-])C(c2cccc(Cl)c2Cl)N1 (stereo not given)	-21	9
63	Cc1cc(NS(=O)(=O)c2ccc(NC(=O)c3ccco3)cc2)no1	1	-7
64	CCOC(=O)c1cnc2c(c(C)nn2CC)c1Cl	13	-5
65	Cc1c(C(C)C)c(=O)n(-c2ccc(S(=O)(=O)NC3CC3)cc2)n1C	-8	-7
66	Cc1c(C)c2c(c(C)c1O)CC[C@@](C)(CCC[C@H](C)CCC[C@H](C)CCCC(C)C)O2	-5	2
67	CCOc1ccc(NC(=O)C2CC(C)=C(C)CC2C(=O)O)cc1 (stereo not given)	-7	4
68	Clc1ccc(Cc2ccccn2)cc1	-13	-6
69	CC(C)(C)c1ccc(OCC(=O)Nc2ccncc2)cc1	-13	1
70	Cc1cc(C)cc(OCC(=O)NN2Cc3ccccc3C2=N)c1	-3	5
71	CC1CCC(NC(=O)CC2Oc3ccccc3NC2=O)CC1 (stereo not given)	11	-7
72	CSc1nc(C)c(CCO)c(=O)[nH]1	1	0
73	Cc1cc(C2=NNC(=Nc3ccc(S(=O)(=O)N4CCOCC4)cc3)SC2)c(C)n1CC1CCCO1 (stereo not given)	7	-7
74	CCC(C)NC(=O)c1ccc(NC(=O)CC2SC(N3CCCC3)=NC2=O)cc1 (stereo not given)	0	0
75	COc1ccc(-c2csc(NC(C)c3nc4cc(Cl)c(N5CCCCC5)cc4n3CCCO)n2)cc1 (stereo not given)	-3	4
76	Cc1cccc(-c2ncc(CN3CCCC(CO)(Cc4cccc(Cl)c4)C3)cn2)c1 (stereo not given)	-16	1
77	CC(=O)Nc1cccc(NC(=O)C2CCCO2)c1 (stereo not given)	-7	0
78	CCOC(=O)N1CCN(C(=O)c2cc3c(-c4ccc(Cl)cc4)nn(C)c3s2)CC1	-11	11
79	C/C(=N/NC(=O)CN1CCN(S(=O)(=O)c2ccc(C)cc2)CC1)c1cccc(O)c1	1	-4
80	CCCCn1c(N)c(N(CCOC)C(=O)c2ccc(COc3ccccc3)o2)c(=O)[nH]c1=O	14	-3
81	CCn1c(C)cc(/C=C2\SC(=O)N(CC(=O)Nc3ccc(C)c(C)c3)C2=O)c1C	36	-2
82	CN1CCN(S(=O)(=O)c2ccc(NC(=O)C3CCCCC3)cc2)CC1	8	7
83	COC(=O)CCC(=O)NC1CC(C)(C)Cc2c1cnn2-c1ccccc1 (stereo not given)	-2	-1
84	Cc1ccc2c(c1)C=CC(C#N)N2C(=O)c1ccccc1 (stereo not given)	49	-31
85	CC12CCC(=O)N1C(C(=O)Nc1nc(-c3ccc(F)c(F)c3)cs1)CS2 (stereo not given)	-8	6
86	CC(=O)N/C(=C\c1ccccc1)C(=O)OCc1ccccc1	-3	7
87	CC(C)(C)OC(=O)CC[C@@H](C(=O)N1CCN(C(=O)OC(C)(C)C)CC1)n1cc(C(CO)NC(=O)OC(C)(C)C)nn1 (stereo not given in full)	-7	0
88	Nc1c(C(=O)OCC(=O)Nc2ccc(OC(F)F)cc2)[nH]c(=O)[nH]c1=O	0	0
89	Cc1cc(/C=N/Nc2ccc([N+](=O)[O-])cn2)c(C)n1-c1ccccc1	3	-3
90	O=[N+]([O-])c1ccc(NCCNc2ccc([N+](=O)[O-])cc2)cc1	-41	-5
91	Cc1ccc(/C=C(\C#N)C(=O)NC(C)C)o1	2	-3
92	O=C(c1ccccc1)N1CCSC1=S	7	3
93	CCOC(=O)C1CCCN(S(=O)(=O)c2cn(C)c(=O)n(C)c2=O)C1 (stereo not given)	-2	0
94	Cc1c(=O)n(OCc2ccccc2F)c2ccccc2[n+]1[O-]	-10	-4
95	CC(C)CN(C(=O)COC(=O)CNC(=O)c1ccccc1F)c1c(N)n(Cc2ccccc2)c(=O)[nH]c1=O	17	-7
96	ClCc1csc(-c2ccccc2Cl)n1	6	-9

# Gathered by group: the entries above containing fluorine
item	SMILES	TAG inh	TAG inh DAPI viability
21	O=C(NCCNC(=O)c1ccco1)c1cccc(F)c1	-6	23
22	CCN(CC)S(=O)(=O)c1cccc(C(=O)N[C@H](C(=O)NCc2ccccc2F)C(C)C)c1	-4	-9
25	CN(CCn1ccnc1)C(=O)CC1C(=O)NCCN1Cc1ccccc1C(F)(F)F (stereo not given)	-17	11
27	CCCN1CCN(C(=O)c2cc(COc3ccc(F)cc3F)on2)CC1	-6	0
40	O=C(c1ccc(F)cc1F)C1CCN(c2ccc([N+](=O)[O-])cn2)CC1	4	-2
44	C[C@H](CO)N1C[C@H](C)[C@@H](CN(C)S(=O)(=O)c2ccc(F)cc2)Oc2ccc(NS(=O)(=O)c3ccccc3)cc2C1=O	12	-4
85	CC12CCC(=O)N1C(C(=O)Nc1nc(-c3ccc(F)c(F)c3)cs1)CS2 (stereo not given)	-8	6
88	Nc1c(C(=O)OCC(=O)Nc2ccc(OC(F)F)cc2)[nH]c(=O)[nH]c1=O	0	0
94	Cc1c(=O)n(OCc2ccccc2F)c2ccccc2[n+]1[O-]	-10	-4
95	CC(C)CN(C(=O)COC(=O)CNC(=O)c1ccccc1F)c1c(N)n(Cc2ccccc2)c(=O)[nH]c1=O	17	-7

# Other entries:
item	SMILES	TAG inh	TAG inh DAPI viability
97	COc1ccc(-c2csc(C(NC(C)=O)c3cccc(F)c3)n2)cc1 (stereo not given)	4	-2
98	O=S(=O)(Nc1cccc(S(=O)(=O)N2CCCC2)c1)c1cccc(Br)c1	-9	4
99	O=C(NCCN1CCOCC1)c1cccc2c1C(=O)c1ccc(N3CCCC3)cc1S2(=O)=O	-20	-4
100	CN(CC(=O)NCCN1CCOCC1)S(=O)(=O)c1ccc(Cl)cc1	4	-6
101	c1ccc(CCNc2ncnc3nc[nH]c23)cc1	-30	-6
102	CCOC(=O)CSc1ccc(S(=O)(=O)N(CC)CC)cc1[N+](=O)[O-]	14	-9
103	O=C(NCc1cccc(C(F)(F)F)c1)C1CC(c2c(Cl)cccc2Cl)=NO1 (stereo not given)	-2	-4
104	O=C(Cn1c(=O)c(=O)n(Cc2ccccc2)c2ccc(Cl)cc21)Nc1cccc(F)c1	3	6
105	NS(=O)(=O)c1cc(C(=O)O)c(NCc2ccco2)cc1Cl	8	-5
106	Nc1[nH]n(-c2ccccc2)c(=O)c1N=Nc1ccc2c(c1)OCCO2	17	0
107	OC(CCN1CCCCC1)(c1ccccc1)c1ccccc1	6	4
108	CCN(C(=O)CSc1nnnn1C)C1CCCCC1	11	-8
109	CC(=O)c1sc(NC(=O)COc2ccc(Br)cc2)nc1C	-1	-7
110	O=C1CCCN1c1ccc(S(=O)(=O)N2CCN(c3ccccc3)CC2)cc1	-2	2
111	Cc1cc(NC(=O)CN2C(=O)NC3(CCCCC3C)C2=O)no1 (stereo not given)	7	11
112	COCC(C)n1c(C)cc(C(=O)COC(=O)c2c(NC(C)=O)sc(C)c2C)c1C (stereo not given)	-9	3
113	Cc1cc(O)ccc1-c1ccc2nncn2c1	11	4
114	CN[C@H](C(=O)NC[C@H]1O[C@@H](n2cnc3c(N)ncnc32)[C@H](O)[C@@H]1O)[C@@H](C)OCc1ccccc1	7	3
115	Cc1ccc(N=Cc2cc(Br)cc(Cl)c2O)cc1	6	-8
116	CCCCC1(CC)SCC(=O)NC1=O (stereo not given)	-1	-6
117	C[C@@H]1O[C@@H](OC[C@H]2O[C@@H](Oc3c(-c4ccc(O)c(O)c4)oc4cc(O)cc(O)c4c3=O)[C@H](O)[C@@H](O)[C@@H]2O)[C@H](O)[C@H](O)[C@H]1O	6	2

# Screens as filed in PubChem BioAssay.
